Bioassay records (PubChem BioAssay)
HIF-2a block = inhibitors of HIF-2a; 786-0 RCC cells HIF-2a reporter, luciferase luminescence, overnight; inhibition, % at 18.8 µM; actives 0.72% (n = 360,000); AID 624352;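 active = inhibition of the luminescence signal of 40% or more relative to plate controls, in a single-dose primary screen at 18.75 µM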
Peg3 prom inh = reduces Peg3 promoter-driven luciferase expression in HeLa | HeLa PEG-Prom luciferase reporter, luminescence, overnight | inhibition, % at 20 µM | actives 1.7% (n = 360,000);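 active = inhibition of at least 50% at 20 µM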
CaV13 ICDI inh = Primary screen for inhibitors of IQ motif and Ca2+-dependent inactivation inhibitor domain binding in CACNA1D, Förster resonance energy transfer in living cells, …. inhibition, % at 12.3 µM. actives 0.098% (n = 340,000). HEK cells, CFP/YFP FRET ICDI-IQ, plate reader, 10 min; percent FRET-ratio fall versus neutral wells;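 active = mean replicate inhibition of at least 30% and at least 1% of replicates passing that level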;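 also: 0% = median of the neutral control wells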
NR2E3 ag-1 = activates human photoreceptor nuclear receptor NR2E3; GST-NR2E3/biotin-RetCOR TR-FRET, 1536-well; Q9Y5X4; AID 2300; actives 0.12% (n = 320,000); inhibition of corepressor binding, % at 4.78 µM;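 active = percent inhibition above the cutoff of mean plus 3 SD of all tested compounds, set per screening campaign, cut at about 20% in these data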;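 also: 0% = DMSO wells and 100% = biotin wells as full block of FRET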
Target sequence (Q9Y5X4 whole entry, looked up): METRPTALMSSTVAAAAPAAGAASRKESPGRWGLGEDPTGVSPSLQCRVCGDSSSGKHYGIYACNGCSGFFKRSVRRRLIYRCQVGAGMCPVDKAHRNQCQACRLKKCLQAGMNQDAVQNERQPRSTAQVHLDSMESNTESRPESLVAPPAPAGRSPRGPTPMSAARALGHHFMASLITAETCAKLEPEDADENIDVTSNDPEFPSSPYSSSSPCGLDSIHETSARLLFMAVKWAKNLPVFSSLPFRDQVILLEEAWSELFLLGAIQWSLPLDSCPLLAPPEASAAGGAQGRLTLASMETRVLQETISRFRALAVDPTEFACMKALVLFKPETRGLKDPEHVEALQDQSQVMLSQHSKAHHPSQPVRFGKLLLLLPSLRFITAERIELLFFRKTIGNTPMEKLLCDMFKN
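Format: 1536-well format; test system: GST-NR2E3 and biotin-RetCOR proteins; read-out basis: percent inhibition of TR-FRET ratio; timing: 5 h incubation at 4 °C; detection: time-resolved FRET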
PDI inh = inhibitors of human protein disulfide isomerase | P07237 | PDI insulin aggregation turbidity, A650, 90 min | inhibition, % at 10 µM | actives 0.052% (n = 350,000);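 active = mean inhibition across replicates of 30% or more, whatever share of single replicates reach that level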;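 also: absorbance from insulin aggregation driven by PDI reduction with DTT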
Target sequence (P07237 whole entry, looked up): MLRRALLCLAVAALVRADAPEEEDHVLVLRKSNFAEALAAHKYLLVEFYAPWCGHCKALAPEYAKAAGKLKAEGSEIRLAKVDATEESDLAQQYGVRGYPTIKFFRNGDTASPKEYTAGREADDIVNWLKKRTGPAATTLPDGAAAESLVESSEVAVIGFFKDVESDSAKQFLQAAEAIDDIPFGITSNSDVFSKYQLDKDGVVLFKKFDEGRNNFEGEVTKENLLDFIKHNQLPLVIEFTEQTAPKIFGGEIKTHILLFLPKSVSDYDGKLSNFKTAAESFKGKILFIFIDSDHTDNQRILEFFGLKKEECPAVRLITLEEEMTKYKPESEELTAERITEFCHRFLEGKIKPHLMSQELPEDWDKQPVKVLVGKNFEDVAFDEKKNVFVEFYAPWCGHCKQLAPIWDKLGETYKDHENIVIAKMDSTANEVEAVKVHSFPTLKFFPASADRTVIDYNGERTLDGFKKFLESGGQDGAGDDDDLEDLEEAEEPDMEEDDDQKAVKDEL
CF NFkB inh = blocks PAF-induced NF-kB reporter in cystic fibrosis cells; KKLEB NF-kB-GFP reporter, GFP fluorescence overnight; inhibition, % at 5 µM; actives 0.86% (n = 360,000);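 active = at least 50% inhibition at 5 µM, scaled per plate between neutral and stimulator controls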;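 also: PAF is a Pseudomonas aeruginosa culture filtrate used as stimulus; plate controls were PAF-stimulated DMSO wells for no effect and unstimulated DMSO wells for full effect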
TRPM1 prom inh = reduces MITF-dependent TRPM1 promoter luciferase signal | SK-MEL-5 TRPM1 promoter luciferase, 24 h | inhibition, % at 12.5 µM | actives 0.83% (n = 330,000);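 active = mean inhibition across replicates of 60% or more, whatever share of single replicates reaches that level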; also: values of inactives mirror those of a sister screen read the other way
Vif imaging = inhibitors of HIV Vif. inhibition, % at 7.49 µM. actives 0.35% (n = 340,000). HEK293T cells, Vif self-association by quenched fluorescence, imaging, 24 h; in the data active = inhibition above about 50%, passing the limit was not always enough; also: some results filed as inactive read as strong as hits
KKLEB tox = counter-screen for CF NF-kB inhibitors: cytotoxicity; KKLEB CF airway cells viability, ATPlite luminescence, overnight; active compounds read low; cells stimulated with P. aeruginosa culture filtrate; activity change (cytotoxicity), % at 5 µM; actives 0.36% (n = 360,000); AID 602141;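 active = corrected activity change at or below -50% at 5 µM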
NR2E3 ag-2 = human photoreceptor-specific nuclear receptor agonism; actives 0.35% (n = 360,000); AID 602229; Q9Y5X4; CHO-S Gal4-NCOR/VP16-NR2E3 two-hybrid, luciferase; inhibition of corepressor binding, % at 3.98 µM;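 active = inhibition above the mean of all tested compounds plus 3 SD, cut at about 70% in these data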;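 also: 0% = DMSO with NR2E3 transfected cells and 100% = cells lacking NR2E3 construct; higher means lower luciferase signal from less NR2E3 corepressor binding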
Shn3 inh set2 = reduces Shn3 3'UTR luciferase signal in osteoblasts; AID 588674; Clone20 osteoblast Shn3 3'UTR firefly luciferase, 24 h; actives 0.52% (n = 360,000); inhibition, % at 12.5 µM;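 active = mean inhibition of at least 75% with every replicate also reaching 75%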;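 also: 0% = median of neutral control wells and 100% = pilot-screen positive control compound; some compounds past the cut are filed as inactive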
The depositor's hits bear a star; x = not tested or not shown.

SMILES | HIF-2a block | Peg3 prom inh | CaV13 ICDI inh | NR2E3 ag-1 | PDI inh | CF NFkB inh | TRPM1 prom inh | Vif imaging | KKLEB tox | NR2E3 ag-2 | Shn3 inh set2
c1cc2c3c(cccc3c1)C(N1CCCCC1)=N2 | 13 | -8 | x | -4 | 16 | -23 | -12 | 9 | 4 | -26 | x
Cc1cccc(C(CC(=O)O)n2cccc2)c1 (configuration not stated) | 21 | -4 | -5 | 2 | -3 | -11 | -10 | -1 | 4 | -8 | 1
CCOC(=O)c1ccc(CSc2nnc(C)n2N)o1 | -1 | 15 | x | 0 | 5 | 11 | -2 | -5 | 6 | -14 | 3
COc1ccc(-c2cc(=O)c3cc(O)ccc3o2)cc1 | -213 | -365 | x | 4 | x | -51 | x | 2 | 1 | -110 | -66
CCS(=O)(=O)N1CCN(C(=O)c2ccccc2)CC1 | 35 | 6 | -6 | -2 | 5 | -9 | 3 | -1 | 1 | -6 | 7
COc1ccc(N=C(C)c2sc3ccccc3c2O)cc1 | -330 | -341 | -7 | -1 | -9 | -5 | -122 | 3 | 3 | -128 | -153
C=CCn1c(C)cc(-c2csc(N)n2)c1C | 9 | 3 | -8 | 8 | 12 | -5 | -4 | -1 | -1 | -39 | -19
Cc1nc2c(cnn2-c2ccccc2Cl)c(=O)n1-c1ccc(C(C)C)cc1 | 12 | 17 | x | 1 | -13 | 4 | 5 | -10 | 14 | -14 | 19
Brc1ccc(-c2noc(CCc3ccccc3)n2)cc1 | -252 | -179 | -6 | -1 | 10 | 2 | -20 | -1 | 2 | -31 | -23
COc1ccc(N2CCN(C(=O)COC(=O)c3c(-c4ccccc4)noc3C)CC2)cc1 | 7 | 14 | -18 | 1 | -2 | 14 | x | 2 | 3 | -16 | 11
CC(C)C[C@H](NC(=O)NC(C)C)C(=O)O | 7 | 9 | -9 | -1 | -1 | -13 | 7 | 7 | 12 | -14 | 12
CC1(C)CC(C)(O)P(=O)(c2ccccc2)O1 (configuration not stated) | 23 | 7 | -6 | 0 | 4 | 7 | 4 | 8 | 4 | 2 | -13
O=C(NNC(=O)C12CC3CC(CC(Cl)(C3)C1)C2)c1csc(N2CCOCC2)n1 | 18 | 11 | x | -4 | 12 | -56 | -4 | 1 | 12 | 11 | -6
Cc1cc([N+](=O)[O-])nn1CCCC(=O)Nc1cc(Oc2ccccc2)cc([N+](=O)[O-])c1 | -12 | 7 | -3 | -1 | 11 | -4 | 5 | 0 | -5 | 9 | 22
Cc1ccc(S(=O)(=O)N2CCC(C(=O)NCCCn3ccnc3)CC2)cc1 | 3 | 18 | x | 0 | -4 | 15 | 2 | -9 | 2 | -7 | -1
CC1Cc2ccccc2N1C(=O)c1cnsn1 (configuration not stated) | -34 | -36 | -4 | 0 | -6 | -10 | -2 | 15 | 8 | -20 | -29
COc1ccc(C2CC(c3cccc([N+](=O)[O-])c3)=NN2/C(C)=C/C(C)=O)cc1 (configuration not stated) | -167 | -191 | -5 | x | 5 | -13 | x | -9 | 8 | -93 | -25
Cc1ccc(C)c(SCC(=O)OC/C(O)=C(\C#N)c2nc3ccccc3[nH]2)c1 | -36 | 31 | -9 | x | 3 | -37 | 11 | 4 | 8 | -34 | 20
O=C(NCc1ccco1)/C(=C\C=C\c1ccccc1)NC(=O)c1ccccc1Br | 11 | 16 | -3 | -3 | 1 | -1 | 1 | 3 | -1 | 2 | -1
COc1cccc(CNC(=O)CN2C(=O)COc3ccc(S(=O)(=O)N4CCCCC4)cc32)c1 | 18 | 3 | -8 | -1 | 3 | 17 | -3 | -2 | 5 | 19 | 0
COC(=O)C1C(=O)C2=C(CC1C)Nc1ccccc1NC2c1ccc(C)s1 (configuration not stated) | 8 | 18 | -3 | 1 | 2 | 16 | -12 | 2 | -21 | 1 | 15
CCC(=O)Nc1cccc(-c2cnc3ccccc3n2)c1 | -230 | -216 | -6 | 2 | 15 | -2 | -50 | -10 | 0 | -92 | -23
O=C(c1ccccc1[N+](=O)[O-])N1CC2C3C=CC(C3)C2C1 (configuration not stated) | 18 | -31 | 7 | -1 | -12 | -1 | -3 | -7 | 28 | -4 | -4
O=C1CC(=Nc2ccc([N+](=O)[O-])cc2)NN1c1c(Cl)cc(Cl)cc1Cl | -5 | 10 | -14 | x | 2 | 31 | x | -5 | 4 | -6 | 8
Cn1c(=O)n(C)c2cc(NC(=O)c3ccc(F)cc3)c(Br)cc21 | -9 | -5 | -2 | 5 | 5 | -4 | -1 | -5 | -2 | 15 | -5
Cc1ccc(NC(=O)c2c(C(=O)Nc3ccccc3)sc3nc(C)cc(=O)n23)cc1 | -6 | -16 | 1 | -2 | -3 | -22 | -2 | -1 | 10 | 17 | -4
CC(=O)Nc1cccc(NC(=O)CSc2nccn2Cc2ccccc2)c1 | -12 | 5 | -3 | 0 | -3 | 11 | 11 | -27 | -16 | 15 | 58
CN(C)CCCOc1cccc(Cl)c1 | 17 | -6 | -4 | -1 | -8 | 0 | 4 | -1 | 10 | 9 | 1
O=C(CN1CCC(n2nnc3cc(C(F)(F)F)ccc32)CC1)NCc1cccs1 | 6 | 20 | -5 | -1 | -5 | 6 | 16 | -6 | -10 | -14 | 42
O=C(c1ccc(N2CCCC2=O)cc1)N1CCN(c2ccc(Cl)cc2)CC1 | -16 | -4 | -5 | 0 | 5 | 6 | 0 | -13 | 25 | 4 | 5
CC1C/C(=C/c2ccccn2)C(=O)/C(=C/c2ccccn2)C1 (configuration not stated) | 94* | 100* | x | -3 | -8 | 86* | 100* | 3 | -62* | 62 | 95*
CN(C)/C=N/c1cc(=O)n(Cc2ccccc2)c(=O)n1C | -5 | -7 | -5 | 1 | -1 | 2 | -4 | -12 | 3 | 6 | -6
O=C(O)CCn1c(SCCc2ccccc2)nc2ccccc21 | 0 | 6 | -3 | -2 | -1 | -11 | 7 | 18 | 13 | 6 | -6
CCN(CC)c1ccc(S(=O)(=O)N2CCCCC2)cc1NC(=O)C1CSC2(C)CCC(=O)N12 (configuration not stated) | 3 | 21 | -6 | 1 | 0 | 8 | 6 | 5 | -21 | -2 | 15
Fc1ccccc1-c1nc2ccccc2[nH]1 | -260 | -286 | -6 | 1 | -5 | -3 | -80 | -1 | 9 | -101 | -48
O=C1c2ccccc2NC(c2ccc(-c3ccc(Br)cc3)o2)N1O (configuration not stated) | -140 | 10 | -6 | 15 | -6 | -9 | 5 | -8 | 11 | -22 | 20
O=c1oc(-c2cccs2)nc2ccc(Br)cc12 | -76 | -22 | -5 | 4 | 2 | 2 | -3 | x | 3 | -53 | -47
Cc1cc2nc(-c3cccnc3SCC(=O)NCc3ccco3)[nH]c2cc1C | -182 | -140 | -8 | 1 | -7 | 7 | -28 | 3 | -24 | -103 | -66
COc1ccc(CCNC(=O)C2CCN(S(=O)(=O)c3cc(OC)ccc3OC)CC2)cc1 | -1 | -15 | -5 | 5 | 4 | -1 | -10 | 0 | 2 | -14 | -5
CCOc1ccc(Nc2cc(C)nc3nc(C)nn23)cc1 | -3 | 12 | -11 | 1 | x | 6 | 3 | 2 | 11 | -5 | -18
COc1cc(C)ccc1OCC(=O)Nc1ccccc1N1CCOCC1 | 16 | 0 | -3 | -2 | -3 | -1 | 4 | -7 | 2 | -29 | 11
c1ccc(CCNc2cc(-c3ccc4ccccc4c3)nc3ccnn23)nc1 | -28 | 4 | -7 | x | -4 | -30 | x | -9 | 4 | -15 | -21
O=C(/C=C/c1ccccc1)NCC(=O)N/N=C\c1cccnc1 | 2 | -1 | -5 | 1 | 5 | 2 | 33 | -3 | 9 | -14 | -3
COc1ccc(NC(=O)c2sccc2OS(=O)(=O)N(C)C)cc1 | -9 | -20 | -4 | 3 | 0 | -1 | -11 | 11 | 2 | 2 | 0
CN(C)CCN(C(=O)CN1C(=O)c2ccccc2C1=O)c1nc2cc3c(cc2s1)OCO3 | -48 | -49 | -6 | 1 | 11 | -17 | -6 | -1 | 8 | -13 | -11
Cn1nccc1-c1coc2c(C(=O)NCc3ccccc3)cccc12 | -151 | -134 | -5 | x | -2 | -7 | x | 6 | -6 | -3 | -1
Nc1cccc(CCc2ccncc2)c1 | 4 | -12 | -5 | 4 | 6 | 10 | -6 | -6 | -3 | 3 | 0
CCOC(=O)C[n+]1c(C)csc1C | 9 | 14 | -3 | 1 | -5 | -1 | -8 | -4 | -9 | 4 | 19

Single entries from the list:
CCOC(=O)C[n+]1c(C)csc1C in Peg3 prom inh is entered as 14
COc1ccc(NC(=O)c2sccc2OS(=O)(=O)N(C)C)cc1 in Vif imaging is entered as 11

The results go on:
SMILES | HIF-2a block | Peg3 prom inh | CaV13 ICDI inh | NR2E3 ag-1 | PDI inh | CF NFkB inh | TRPM1 prom inh | Vif imaging | KKLEB tox | NR2E3 ag-2 | Shn3 inh set2
O=C1NC2=C(C(=O)CCC2)C(c2ccc3ncccc3c2)N1 (configuration not stated) | 6 | 11 | -9 | 0 | 15 | 4 | 0 | 6 | 8 | -1 | 7
Cn1c2ccc(Cl)cc2c2nc3ccccc3nc21 | -164 | -114 | -8 | 1 | 11 | -196 | -2 | -7 | 5 | -63 | -28
O=C(c1ccccc1)c1c[nH]c(C(=O)NCCCN2CCOCC2)c1 | 6 | 7 | -6 | -1 | 9 | 15 | 5 | 0 | 14 | 7 | -29
COc1ccccc1C(=O)N1CCN(C2CCN(Cc3ccccc3)CC2)CC1 | 4 | -1 | x | 3 | 4 | 12 | 2 | 9 | -1 | 3 | -4
COc1ccc(CN(Cc2cccnc2)S(=O)(=O)c2ccc(-n3cnnn3)c(C)c2)cc1OC | 12 | 6 | -6 | 3 | -3 | 7 | -6 | -7 | -2 | -6 | 6
Cc1ccc(-c2cc(C(=O)N/N=C/c3ccc(Cl)cc3)n[nH]2)o1 | 5 | 13 | -3 | 2 | -9 | 17 | 10 | -3 | 8 | -12 | 3
CSc1nnc(C)c(=O)n1COC(=O)COc1ccc(Cl)cc1 | 19 | 5 | -3 | 2 | 3 | -2 | -1 | -5 | 9 | 0 | x
Cc1ccc(C)c(OCC(=O)Nc2nonc2NC(=O)COc2cc(C)ccc2C)c1 | -23 | -16 | -5 | 5 | 2 | -4 | 3 | -4 | 7 | -17 | 28
O=C1c2ccccc2C(Nc2ccc3c(c2)OCCO3)N1Cc1ccccc1 (configuration not stated) | -7 | 14 | x | -2 | x | 11 | 1 | -5 | -5 | 6 | 28
CCN1CSC(=S)N(Cc2ccccc2)C1 | 25 | 16 | -4 | 1 | -2 | 9 | 4 | -14 | 5 | -2 | 11
COc1ccc(COC(=O)CCS(=O)(=O)c2ccc(C)cc2)cc1 | -1 | -3 | -5 | -4 | 0 | -6 | 6 | -6 | 8 | -21 | 9
O=[N+]([O-])c1ccccc1NCCNc1ncc(C(F)(F)F)cc1Cl | -143 | -120 | x | 3 | 2 | 11 | -36 | 4 | -10 | -81 | -12
